Source: PubChem BioAssay (National Center for Advancing Translational Sciences (NCATS))
TCR act: activators of T cell receptors; primary human leukocytes, anti-CD3, IL-2 HTRF, 48 h; Potency, µM (doses to about 9.22 µM), inactives show at the highest dose activation of IL-2 secretion, hits mostly activators; 330,000 tested, under 10 active; AID 504894; note: % of control where 0% means no effect
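48 hr co-incubation of compounds, a-CD3 beads and primary human leukocytes; IL-2 quantified homogeneously by HTRF with anti-IL-2 K and d2 conjugates.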
Mito fusion act: mitochondrial division inhibition or fusion activation; S. cerevisiae fusion-defective mutant growth rescue, CellTiterGlo 48 h; Potency, µM (top dose mostly 46.1 µM), without a hit: at the highest dose growth rescue (activation), actives largely listed as activators; 320,000 tested, 0.23% active; AID 485298;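 note: potency is the fitted concentration of half-maximal effect; % of control where 0% means no effect; nearly all actives have a fitted effect of over 45% in size; temperature-sensitive fusion mutants such as fzo1-1 at 37 °C on non-fermentable ethanol glycerol medium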
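S. cerevisiae fusion-defective temperature-sensitive mutants (e.g. fzo1-1, mgm1-5) grown 48 h at 37C in YPEG (ethanol/glycerol non-fermentable) medium with 23 nl compound per well; growth rescue read as CellTiterGlo luminescence.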
USP2a inh: inhibitors of human ubiquitin-specific protease USP2a. USP2 core, Ub-CHOP2 coupled fluorogenic reporter, 485/531. Potency, µM (highest dose often 38.3 µM), inactives show at the top dose activity change, negative = inhibition, usual class: inhibitors. 330,000 tested, 0.01% active;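 note: potency is the fitted concentration of half-maximal effect; plate controls were DMSO wells for no effect and full inhibition by NEM control for full effect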
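Deubiquitinase activity read as fluorescence (485/531 nm) after Ub-CHOP2 cleavage activates the enterokinase reporter on its substrate; USP2 core 10nM, Ub-CHOP2 and substrate 25nM each, 30min compound preincubation then 60min RT; data normalized to NEM, curves fitted.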
PTAP TSG101 blk: blocks PTAP/TSG101 interaction to inhibit HIV-1 budding; AID 493005; Potency, µM (doses to about 115 µM), for the others: at the highest dose activity change, negative = inhibition, actives largely listed as inhibitors; 340,000 tested, under 10 active; Fluorescence polarization, FITC-PTAP peptide / Tsg101 binding; Q99816; active = well fitted inhibition curve with a large enough effect in the main read-out, with a control signal flat, not every such curve was filed as active; inconclusive = small, poorly fitted or top-dose-only effect, or effect the other way, or a change in a side signal; inactive = no such curve, though single readings can be large or run the other way; note: potency is the fitted concentration of half-maximal effect; % of control where 0% means no effect
Target sequence (Q99816 whole entry, looked up): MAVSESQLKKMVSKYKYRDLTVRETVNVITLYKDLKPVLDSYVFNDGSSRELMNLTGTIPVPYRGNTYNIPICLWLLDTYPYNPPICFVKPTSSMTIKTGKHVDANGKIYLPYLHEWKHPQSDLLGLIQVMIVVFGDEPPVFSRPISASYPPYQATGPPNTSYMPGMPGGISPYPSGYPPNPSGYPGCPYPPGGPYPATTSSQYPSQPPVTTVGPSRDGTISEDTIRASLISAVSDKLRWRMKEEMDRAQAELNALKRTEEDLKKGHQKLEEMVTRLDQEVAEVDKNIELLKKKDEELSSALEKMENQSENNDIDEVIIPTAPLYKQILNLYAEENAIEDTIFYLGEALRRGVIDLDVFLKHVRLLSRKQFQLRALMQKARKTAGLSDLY
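FP read-out: FITC-PTAP peptide, 50 nM final, binding Tsg101 binding domain, 10 uM final; 20 min, r.t.; 10 mM HEPES pH 7.5, 0.15 M NaCl, 0.01% Tween 20, 3 mM EDTA, 0.1 mM TCEP.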
TSHR antagonist: antagonists of human thyroid stimulating hormone receptor; TSHR-expressing cells, TSH-stimulated cAMP HTRF, 2 h; stronger effect = lower value; activity change, negative = inhibition, % at 11.5 µM; 330,000 tested, 0.2% active;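 active = activity change below a set negative limit, meaning inhibition stronger than a set level, cut at about -70% in these data; inconclusive = activity change between two set negative limits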; note: % is set by controls: 0 for no effect and ±100 for the full control effect
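TSHR-expressing cells were treated with compounds, then stimulated with TSH at EC80 (4nM final) for 2 hours at 37 deg C. Cellular cAMP was measured by HTRF competition between lysate cAMP and cAMP-d2 for a cryptate-labelled anti-cAMP antibody.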
B2AR arrestin: recruits beta-arrestin to the human beta2-adrenergic receptor. Potency, µM (series often up to 46.1 µM), inactives show at the highest dose activation, most hits filed as activators. 330,000 tested, 0.02% active. AID 492947. P07550. beta-arrestin recruitment to beta2AR, cell-based reporter;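 note: potency is the fitted concentration of half-maximal effect; 0% = DMSO controls and full agonism = EC100 isoproterenol or metaproterenol; nearly all actives have a fitted effect of over 65% in size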
Eya2 inh: Eya2 (human) phosphatase inhibition; O00167; recombinant Eya2, OMFP fluorescence dephosphorylation (OMFP is methylfluorescein phosphate); Potency, µM (highest dose often 76.9 µM), for inactives: at the top dose activity, negative = inhibition, actives largely listed as inhibitors; 330,000 tested, 0.006% active; note: potency is the fitted concentration of half-maximal effect; % is set by controls: 0 for no effect and ±100 for the full control effect
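Eya2 protein (added as 0.2 uM solution) was preincubated with compound for 10 min at ambient temperature in 50 mM HEPES pH 7.5, 50 mM NaCl, 5 uM MgCl2, 0.05% BSA, 1 mM DTT. OMFP (added at 50 uM) then reacted 10 min; fluorescence read at 485/525 nm.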
Tb PFK inh: inhibitors of T. brucei phosphofructokinase; O15648; T. brucei PFK, ADP-Glo luminescence; Potency, µM (doses to about 57.5 µM), for inactives: top-dose activity, negative = inhibition, usual class: inhibitors; 330,000 tested, 0.17% active; AID 485367;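 note: potency is the fitted concentration of half-maximal effect; 0% = uninhibited 1x PFK enzyme wells and -100% = no-enzyme wells; nearly all actives have a fitted effect of over 60% in size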
Target sequence (O15648 whole entry, looked up): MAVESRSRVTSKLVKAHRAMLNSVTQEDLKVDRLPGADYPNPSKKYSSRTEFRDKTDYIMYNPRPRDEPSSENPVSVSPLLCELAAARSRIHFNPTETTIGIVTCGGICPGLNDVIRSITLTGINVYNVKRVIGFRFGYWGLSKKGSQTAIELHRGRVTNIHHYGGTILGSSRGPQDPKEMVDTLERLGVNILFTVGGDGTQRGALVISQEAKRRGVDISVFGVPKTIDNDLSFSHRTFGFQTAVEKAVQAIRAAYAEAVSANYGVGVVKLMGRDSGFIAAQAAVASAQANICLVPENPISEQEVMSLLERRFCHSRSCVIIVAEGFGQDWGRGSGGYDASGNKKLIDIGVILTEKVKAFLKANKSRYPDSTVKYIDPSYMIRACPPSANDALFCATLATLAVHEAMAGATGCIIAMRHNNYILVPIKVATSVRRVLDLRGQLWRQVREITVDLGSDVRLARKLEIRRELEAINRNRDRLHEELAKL
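ADP-Glo luminescence quantified ADP after 45 min at room temperature, with 1.25 nM T. brucei PFK, 0.1 mM ATP and 0.5 mM fructose-6-phosphate in pH 8.0 TEA buffer. qHTS titrations up to 57 µM; curves classified by quality.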
BCR signal inh: blocks chronic active B-cell receptor signaling. Potency, µM (doses to about 46.1 µM), without a hit: at the top dose ratio change, negative = lower green/red ratio, actives largely listed as inhibitors. 340,000 tested, 0.05% active. ABC-DLBCL IkBa-CBG/CBR reporter, luminescence ratio, 4 h; active = well fitted inhibition curve with a large enough effect in the signal ratio, with a control signal flat, not every such curve was filed as active; inconclusive = small, poorly fitted or top-dose-only effect, or effect the other way, or a change in a side signal; the % refers to the signal ratio;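 note: potency is the fitted concentration of half-maximal effect; plate controls were basal doxycycline-induced cells for no effect and cells given 10 µM MG132 for full effect; MG132 reads +100%, hits lower the ratio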
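TMD8 ABC-DLBCL cells carrying doxycycline-inducible green luciferase fused to IkappaBalpha plus unfused red luciferase were exposed to compounds (up to 46 uM) for 4 hrs at 37C. Activity came from the overlap-corrected green/red luminescence ratio.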
ELG1 DNA repair: inhibitors of ELG1-dependent DNA repair in HEK293T cells; HEK293T ELG1-luciferase reporter, luminescence, 16 h; DNA damage induced by 5-fluorouridine; Potency, µM (top dose mostly 46.1 µM), for the others: top-dose activity change, negative = inhibition, most hits filed as inhibitors; 330,000 tested, 2.3% active; AID 504467; note: potency is the fitted concentration of half-maximal effect; % is set by controls: 0 for no effect and ±100 for the full control effect; nearly all actives have a fitted effect of over 55% in size
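Reporter activity after DNA damage by 5-fluorouridine is monitored. Compound-treated cells incubate 16 hr at 37 °C, then ONE-Glo is added for 30 min before luminescence reading.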
uPA surface inh: blocks generation of uPA at the cell surface; Potency, µM (titrated, usually from 38.3 µM), without a hit: top-dose activity change, negative = inhibition, most hits filed as inhibitors; 330,000 tested, 0.31% active; AID 540303; cell surface uPA generation assay, qHTS; active = well fitted inhibition curve with a large enough effect; inconclusive = small, poorly fitted or top-dose-only effect; inactive = no such curve, though single readings can be large or run the other way; tested in mouse RAW 264.7 cells; note: potency is the fitted concentration of half-maximal effect; % is set by controls: 0 for no effect and ±100 for the full control effect; nearly all actives have a fitted effect of over 55% in size
* = called active by the depositor; ? = inconclusive; / = no result given; [ ] = remark or other dose. Unless noted, calls come from the whole dose curve; as a rule, active = well fitted curve in the direction sought with a large enough effect; inconclusive = small, poorly fitted or top-dose-only effect, or another doubt; inactive = no such curve, though single readings can be large; an effect the other way counts as inactive or inconclusive. Outcome played no part in choosing rows; about 3% have a hit in one of these screens.

SMILES	TCR act	Mito fusion act	USP2a inh	PTAP TSG101 blk	TSHR antagonist	B2AR arrestin	Eya2 inh	Tb PFK inh	BCR signal inh	ELG1 DNA repair	uPA surface inh
CC1CCN(S(=O)(=O)c2ccc(C(=O)N(C)C3CCS(=O)(=O)C3)cc2)CC1 (configuration not stated)	6%	-6%	1%	-1%	-1	0.2%	4%	0%	4%	-2%	-2%
N#CC1=C(Nc2ccccc2)SC=C(c2ccccc2)N=C1N1CCOCC1	0%	-5%	2%	-2%	-5	2.7%	0%	16%	16%	17%	3%
CC(C)(C)c1cc(C(=O)N/N=C/c2ccc(-c3ccccc3[N+](=O)[O-])o2)n[nH]1	-3%	10%	3%	-5%	-17	0.1%	-3%	10%	-9%	?	-1%
CCc1ccc2[nH]c(C(=O)Nc3ccc(F)cc3Br)cc2c1	2%	13%	2%	0%	6	0.1%	10%	16%	-3%	-18%	2%
O=C1CC2C(CC(OC(=O)c3ccc(-c4ccccc4)cc3)C2CO)O1 (configuration not stated)	-4%	4%	-4%	-3%	0	0.2%	14%	1%	?	?	6%
Cc1ccc(NC(=O)CN2CCC(Cc3ccccc3)CC2)cc1S(=O)(=O)N(C)C	-1%	0%	-2%	0%	4	0.3%	2%	0%	?	?	?
COc1ccc(NC2=C(C(C)=O)C(c3ccc(N(C)C)cc3)C(C(C)=O)C(C)(O)C2)cc1 (configuration not stated)	-3%	-8%	2%	-1%	9	-0.4%	-2%	-2%	9%	18%	0%
Fc1ccc(C2=Nn3c(Cc4ccccc4)nnc3SC2)cc1	1%	2%	-2%	-2%	7	-0.2%	-8%	6%	3%	0%	-11%
O=S(=O)(N/N=C\c1cccnc1)c1ccccc1	-3%[46.1 µM]	-5%	2%	1%	2	1.8%	-6%	0%	?	5%	1%
CC(Oc1cccc(Br)c1)C(=O)NNC(=O)c1ccccn1 (configuration not stated)	-4%	/	3%	-3%	5	-0.3%	-1%	4%	?	?	?
Cc1nn(Cc2c(Cl)cccc2Cl)c(Cl)c1/C=C/C(=O)OCC(=O)NCC(F)(F)F	1%	-1%	-6%	0%	-6	-0.2%	-1%	1%	?	0%	3%
CC(CCc1ccccc1)NCc1cccc2ccccc12 (configuration not stated)	-2%	0%	0%	2%	-3	0.4%	-13%	0%	6%	-1%	13%
O=c1/c(=C/c2ccc(O)cc2)sc2n1CCCN=2	-1%	0%	3%	-5%	5	0.1%	-6%	-14%	5%	?	-8%
COC(=O)c1ccc(C)c(NC(=O)CCSc2ccc(Cl)cc2)c1	2%	4%	-2%	-3%	-1	0.2%	-14%	-3%[0.46 µM]	?	?	3%
COc1ccc(C2C(C(=O)Nc3ccccc3OC)=C(C)Nc3nnnn32)c(OC)c1 (configuration not stated)	-6%	2%	0%	-1%	-3	0.1%	-4%	2%	?	-4%	-1%
O=C(O)c1ccc(CSc2nnc(COc3ccc(Cl)cc3Cl)o2)cc1	-1%	7%	-1%	-6%	-5	0.3%	37%	-10%	?	?	-16%
O=C1NCC(COCC2CC=CCC2)O1 (configuration not stated)	0%	3%	1%	-4%	6	-0.2%	3%	-7%	-4%	7%	-5%
COc1cc(C2OCC3C(c4cc(OC)c(OC)c(OC)c4)OCC23)cc(OC)c1OC (configuration not stated)	3%	-5%	-1%	-7%	-6	-1.0%	10%	1%	-3%	?	2%
CN(C)c1ccc(/C=N/NC(=O)c2cc(-c3ccc4c(c3)OCO4)n[nH]2)cc1	0%	6%	0%	1%	-1	0.0%	-9%	-12%	?	27%	-13%
CCOc1ccccc1NC(=O)CSc1c(C)n[nH]c1C	6%	1%	4%	-2%	-7	-0.2%	-22%	10%	-8%	1%	-1%
COc1ccccc1C(=O)NNC(=O)C(=O)Nc1ccc(C)cc1	-6%	?	1%	-4%	10	4.0%	3%	-2%	?	-5%	2%
CCCC1NC(=S)NC(C)=C1C(C)=O (configuration not stated)	12%	-2%	-4%	-6%	3	-0.2%	-9%	-1%	6%	?	-13%
Cc1cc(C)c(NC(=O)CN2C(=O)NC3(CCCCC3)C2=O)c(C)c1	2%	1%	2%	-6%	-2	-0.6%	12%	1%	?	1%	/
COc1cc(OC)cc(C(=O)NNC(=O)CNC(=O)c2cccs2)c1	8%	-3%	0%	-3%	-2	-0.2%	-2%	0%	-2%	-2%	3%
Cc1nc([N+](=O)[O-])c(Br)n1Cc1ccccc1	-1%	-15%	0%	-8%	6	4.2%	13%	-2%	?	?	10µM*

Part of the list above, as comma-separated lines:
compound,TCR act,Mito fusion act,USP2a inh,PTAP TSG101 blk,TSHR antagonist,B2AR arrestin,Eya2 inh,Tb PFK inh,BCR signal inh,ELG1 DNA repair,uPA surface inh
COC(=O)c1ccc(C)c(NC(=O)CCSc2ccc(Cl)cc2)c1,2%,4%,-2%,-3%,-1,0.2%,-14%,-3%[0.46 µM],?,?,3%
O=c1/c(=C/c2ccc(O)cc2)sc2n1CCCN=2,-1%,0%,3%,-5%,5,0.1%,-6%,-14%,5%,?,-8%
CC(Oc1cccc(Br)c1)C(=O)NNC(=O)c1ccccn1 (configuration not stated),-4%,/,3%,-3%,5,-0.3%,-1%,4%,?,?,?

Additional records follow.
SMILES	TCR act	Mito fusion act	USP2a inh	PTAP TSG101 blk	TSHR antagonist	B2AR arrestin	Eya2 inh	Tb PFK inh	BCR signal inh	ELG1 DNA repair	uPA surface inh
O=S(=O)(c1ccccc1)c1cnn(-c2ccccc2)c1-c1ccc(F)cc1	-3%	4%	2%	-1%	-21	0.4%	6%	-22%	4%	?	1%
C=CCn1c(SC(C)C(=O)NC2CC2)nnc1-c1ccoc1C (configuration not stated)	-1%	-4%	1%	-3%	-2	-0.1%	7%	-1%	0%	6%	-22%
Cc1cc(C)nc(SCC(=O)N2CCC(C(N)=O)CC2)n1	-3%	-3%	-1%	-5%	1	-0.2%	7%	0%	?	17%	4%
O=C(NCCCn1ccnc1)c1ccc(NS(=O)(=O)c2cccc([N+](=O)[O-])c2)cc1	-1%	0%	-1%	-3%	11	0.4%	3%	-1%	-2%	10%	3%
CCCN(CCC)c1nc2ccccc2n2c(C)nnc12	2%	16%	4%	-13%	-9	-0.1%	16%	0%	0%	-2%	2%
CCC(NC(=O)Cc1c(C)c2cc3c(cc2oc1=O)OC(C)(C)CC3)C(=O)O (configuration not stated)	2%	-4%	1%	-4%	-3	-0.6%	-6%	-6%	2%	?	-7%
COc1ccc(NC(=O)/C(C#N)=C/c2ccc(-c3ccc(Cl)c(C(=O)O)c3)o2)cc1	-3%	4%	-3%	-2%	3	-1.3%	17%	0%	?	?	?
CC(=O)n1cc([C@H]2C=C(C(=O)N3CCN(Cc4ccccc4)CC3)O[C@@H](OCc3ccc(CO)cc3)C2)c2ccccc21	-3%	0%	-1%	11%	-4	0.4%	2%	11%	14%	?	?
CC(=O)Nc1ccc(Nc2c3ccccc3nc3ccccc23)cc1	2%	0%	4%	-3%	-10	-0.8%	4%	1%	?	-3%	1µM*
C=CCNC(=O)C1CC2Cn3c(nc4cc(Cl)c(Cl)cc43)C2N1C (configuration not stated)	-2%	-2%	0%	-5%	-2	0.1%	-27%	0%	0%	?	-2%
CCCN(C(=O)c1ccc(-n2cncn2)c([N+](=O)[O-])c1)C1CCS(=O)(=O)C1 (configuration not stated)	0%	-1%	2%	2%	7	0.5%	14%	-8%	-3%	?	13%

Printed as active in uPA surface inh, of those listed so far:
compound | TCR act | Mito fusion act | PTAP TSG101 blk | TSHR antagonist | B2AR arrestin | Eya2 inh | Tb PFK inh | BCR signal inh | uPA surface inh
Cc1nc([N+](=O)[O-])c(Br)n1Cc1ccccc1 | -1% | -15% | -8% | 6 | 4.2% | 13% | -2% | ? | 10µM*
CC(=O)Nc1ccc(Nc2c3ccccc3nc3ccccc23)cc1 | 2% | 0% | -3% | -10 | -0.8% | 4% | 1% | ? | 1µM*
